Screening data as filed in PubChem.
TNAP activation fold: human TNAP enzyme activators, primary screen, biochemical, luminescent, no phosphate acceptor, uHTS (AID 1001); one-dose activation fold at 20 µM; EC50 in µM for titrated hits; 200,000 compounds, 0.03% hits; purified TNAP, luminescent activation assay, no phosphate acceptor; higher activation fold means a stronger effect; in the data active = activation fold from about 3, or a potency from the dose series; inactive = the rest, 99 in 100 with activation fold below about 1.6; note: many of its hits are not listed in these tables
XIAP displacement: XIAP antagonists, biochemical, IAP family, fluorescence polarization (AID 1018) | XIAP BIR domain, fluorescence polarization peptide displacement; higher % means a stronger effect | 200,000 compounds, 0.007% hits | displacement, % at 20 µM; hits with a dose series show IC50 in µM; in the data active = displacement above about 50%; note: a part of the inactive calls stands beside numbers as strong as those of hits
PMI inhibition: human PMI inhibitors, high substrate, primary screen, biochemical, fluorescence intensity, high mannose 6-phosphate (AID 1220). recombinant PMI enzyme, coupled fluorescence intensity; higher % means a stronger effect. 190,000 compounds, 0.66% hits. one-dose inhibition, % at 20 µM; IC50 in µM for titrated hits. Mannose-6-phosphate isomerase (Homo sapiens)
human PMI inhibition: inhibitors of human PMI, primary screen, biochemical, fluorescence intensity, coupled assay (AID 1209) | Mannose-6-phosphate isomerase (Homo sapiens) | 190,000 compounds, 0.42% hits | inhibition, % at 20 µM, or IC50 in µM where a hit was titrated | purified PMI enzyme, coupled fluorescence intensity; higher % means a stronger effect;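 note: plate controls were DMSO vehicle for no effect and wells lacking substrate for full effect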
Myeloid diff 2: induction of myeloid progenitor differentiation, primary screen, cell-based, flow cytometry, MLPCN library; ER-HoxA9 myeloid progenitors, lysozyme-GFP differentiation; calls only at 10 µM; 360,000 compounds, 1% hits; AID 624256, 2012;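 active = normalized GFP-positive differentiation at or above the plate's own cutoff, the solvent-only control mean plus 3 SD; inconclusive = no clear call, values can overlap the other calls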;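 note: cells exposed to compound for four days before flow analysis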
Siah-1 displacement: Siah-1 peptide-binding antagonists, primary screen, biochemical, fluorescence polarization, rhodamine-plectin, uHTS (AID 1817); displacement, % at 20 µM; hits with a dose series show IC50 in µM; Siah-1 / rhodamine-plectin peptide fluorescence polarization; higher % means a stronger effect; 290,000 compounds, 0.02% hits; E3 ubiquitin-protein ligase SIAH1 (Homo sapiens);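 active = displacement of at least 50% at 20 µM, with a fluorescence ratio check between 0.3 and a set limit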;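 note: plate controls were Siah plus tracer with DMSO for no effect and tracer alone without Siah for full effect; strong numbers were not always called active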
RSV CPE inhibition: RSV antiviral activity via CPE protection, HEp-2 cells, primary 10 µM value included (AID 2391) | 310,000 compounds, 0.13% hits | CPE inhibition, % at 10 µM; hits with a dose series show IC50 in µM | HEp-2 cells, RSV-induced CPE inhibition; higher % means a stronger effect; in the data active = a potency from the dose series; inconclusive = CPE inhibition mostly from about 23% at the one dose, without a potency; inactive = the rest, 99 in 100 with CPE inhibition below about 21%; note: strong numbers were not always called active
Salmonella PhoP GFP: inhibitors of PhoP regulon expression, primary screen, Salmonella Typhimurium, GFP reporter (AID 1863); S. Typhimurium PhoP-regulated promoter GFP reporter, 4 h; higher % means a stronger effect; inhibition, % at 50 µM, or IC50 in µM where a hit was titrated; 300,000 compounds, 0.16% hits;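 active = inhibition over 29.93%, a cutoff 3 SD above the screen mean, later confirmed by dose response; inconclusive = inhibition over 29.93% but no dose response follow-up; inactive = inhibition at most 29.93% or unconfirmed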;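 note: 0% = low Mg2+ inducing control and 100% = high Mg2+ repressing control; strong numbers were not always called active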
WT yeast gro inh: growth inhibition of WT strain, primary screen, mitochondrial fusion inhibitor project, WT and mutant strains, chemical genetic. AID 1362, 2008. mitochondrial fusion phenotypic screen. 190,000 compounds, 2.1% hits. inhibition, % at 10 µM; in the data active = inhibition above about 58%; tested in S. cerevisiae
WT yeast gro inh mutant strain: also measured in WT yeast gro inh; calls as there; inhibition, %; mitochondrial fusion phenotypic screen, mutant strain inhibition
Myeloid diff 2 GFP+ MAC1+ %: second read-out of Myeloid diff 2, no call of its own (marks repeat the call); GFP+ MAC1+ double positive, %; measured here: differentiation confirmed by MAC1 staining
Starred values were filed as active, the others as inactive; i = inactive; ? = inconclusive; nt = no result given. Cut-off read from the data, not from the text of the source, unless noted: active = inhibition above about 50%; inactive = the rest. Not a hit list. Share with any hit: about 3.1%.

SMILES | TNAP activation fold | XIAP displacement | PMI inhibition | human PMI inhibition | Myeloid diff 2 | Myeloid diff 2 GFP+ MAC1+ % | Siah-1 displacement | RSV CPE inhibition | Salmonella PhoP GFP | WT yeast gro inh | WT yeast gro inh mutant strain
CCC(=O)Nc1sc(Cc2ccccc2)c(C)c1C(N)=O | 1.1 | -8.3% | 13% | 13% | i | 0.4 | 2% | 0.1% | 6% | 74* | 70*
COc1ccc(C(NC(=O)CNC(C)=O)C(=O)Nc2ccc3c(c2)OCCO3)cc1 (stereo unspecified) | 1.1 | -4.6% | 4% | 5% | i | 0.9 | -2% | 1.1% | -2% | 4 | -22
Cn1nc(-c2ccc(Cl)cc2)c2cc(C(=O)NCc3ccco3)sc21 | 1.3 | -3.3% | 6% | 11% | ? | nt | 1% | 0.4% | 1% | 32 | 19
Cc1ccc(C(=O)NCC2CCCO2)cc1[N+](=O)[O-] (stereo unspecified) | 1.2 | -6.5% | 1% | 7% | i | 1.0 | 8% | 1.0% | 5% | -5 | 8
Cc1ccc(S(=O)(=O)N(C)CC(=O)O/N=C(\N)c2cccnc2)cc1 | nt | nt | nt | nt | i | 1.8 | 2% | 2.0% | -6% | nt | nt
Cc1ccc(CN2CCN(Cc3ccccc3-c3ccco3)CC2CCO)o1 (stereo unspecified) | 1 | -7.1% | 19% | 14% | i | 0.8 | 2% | 2.1% | nt | 28 | 15
Cc1ccc(S(=O)(=O)NCc2cccnc2)cc1 | nt | nt | nt | nt | i | 0.7 | -1% | 1.3% | 0% | nt | nt
CCC(Sc1ccccc1C(=O)O)C(=O)O (stereo unspecified) | 1 | -8.0% | -6% | 1% | i | 0.3 | 2% | 1.3% | 0% | -10 | -28
Cc1cc(=O)oc2cc(OCC(=O)N3CCC(C(N)=O)CC3)ccc12 | nt | nt | nt | nt | i | 1.6 | 2% | 2.5% | 10% | nt | nt
COc1ccc(CCNC(=O)Nc2ccc3c(c2)OCO3)cc1OC | 1.1 | -0.4% | 11% | 10% | i | 0.3 | 5% | -2.1% | -4% | -9 | 2
CCN(CC)S(=O)(=O)c1ccc(NC2c3ccccc3C(=O)N2Cc2ccco2)cc1 (stereo unspecified) | 0.9 | 1.6% | 7% | 2% | ? | nt | 0% | 13% | 4% | -11 | -7
Cn1nnnc1SCC(=O)NNC(=O)c1ccc(F)cc1 | 1 | -3.4% | 12% | 8% | i | 0.9 | 2% | -1.1% | -1% | -1 | 1
Cc1cc(-c2ccccc2)nc2cc(C(=O)NCc3ccco3)nn12 | 1.1 | -3.9% | -10% | -14% | i | 2.4 | 13% | 1.8% | -10% | -7 | 5
CCC(CC)NC(=O)Cc1ccc(S(=O)(=O)N2CCOCC2)s1 | 1.1 | -5.3% | -2% | 2% | i | 0.9 | -4% | 0.8% | -5% | -14 | -4
Cc1ccc(OCC(=O)OCC(=O)c2c(N)n(C)c(=O)n(C)c2=O)cc1C | 1.1 | -3.6% | -4% | 4% | i | 1.7 | 0% | -0.4% | 8% | 0 | 12
OCCNc1nc(NCCC2=CCCCC2)nc(N2CCOCC2)n1 | 1.1 | -3.0% | 3% | 8% | i | 1.4 | -1% | 0.7% | -4% | -1 | 8
COc1cccc(CN(C)C(c2ccccc2)c2ccccc2)c1OC | nt | nt | nt | nt | i | 1.3 | 6% | 2.5% | -3% | nt | nt
CCOC(=O)N1CCN(Cc2nc(-c3cccc(Cl)c3)no2)CC1 | 1.1 | -4.0% | 12% | 49% | i | 0.8 | 0% | 3.5% | -13% | 21 | 6
CC(=O)O[C@@H]1[C@@H](OC(C)=O)[C@H](n2ccc3cc([N+](=O)[O-])ccc32)OC[C@@H]1OC(C)=O | nt | nt | nt | nt | i | 1.1 | nt | 1.7% | 2% | -8 | 7
CCC(C)C(NC(=O)c1ccccc1NC(=O)c1ccco1)C(=O)NC1CCCCC1 (stereo unspecified) | nt | -1.6% | 7% | -2% | i | 0.5 | 2% | 0.4% | -12% | 13 | 0
CCCCOc1ccc(/C=N/NC(=S)Nc2cccc(C)c2C)cc1 | 1.1 | -1.4% | -8% | -3% | i | 1.0 | -1% | -0.6% | -1% | 14 | 26
O=C(C1CCN(S(=O)(=O)c2ccc(Cl)cc2)CC1)N1CCCC1 | nt | nt | nt | nt | i | 0.4 | -1% | 1.2% | -6% | nt | nt
CC(C)(C)c1cc(NC(=O)Nc2ccc(Cl)cc2Cl)no1 | nt | nt | nt | nt | i | 0.5 | 0% | 1.0% | -1% | nt | nt
COc1cccc(/C=N/NC(=S)Nc2cccnc2)c1 | 1.1 | -3.4% | -4% | 0% | i | 0.3 | 6% | 1.9% | 3% | 3 | 12
O=C(CC1CCCCC1)Nc1nc2ccccc2s1 | 1 | -9.3% | 10% | 11% | i | 0.7 | 5% | 1.7% | 11% | -13 | 9
COC(=O)c1cccc(NC(=O)CSc2nc(C)cc(=O)[nH]2)c1 | 0.9 | -6.2% | -3% | 5% | i | 0.7 | -11% | 4.2% | -6% | -6 | 2
COC(=O)/C(=N/Nc1ccccc1C)N1CCCc2ccccc21 | 1.1 | -0.3% | -101% | -54% | i | 0.3 | 9% | 1.6% | 13% | 33 | -3
COc1cccc(/C=N/Nc2nc3ccccc3[nH]2)c1OC | nt | nt | nt | nt | i | 0.5 | -7% | 1.7% | -6% | nt | nt
Cc1ccc(CNC(=O)C(=O)NCC2OCCN2C(=O)c2ccc(Cl)cc2)cc1 (stereo unspecified) | 1.1 | -6.0% | 8% | -3% | i | 0.9 | -2% | 3.5% | 1% | 7 | -19
COc1cccc(N2CCN(C(=O)CN3C(=O)NC4(CCCC4)C3=O)CC2)c1 | nt | nt | nt | nt | i | 0.4 | -6% | 0.3% | 12% | nt | nt

Part of the list above, as labelled records.
> CCC(=O)Nc1sc(Cc2ccccc2)c(C)c1C(N)=O
  TNAP activation fold = 1.1	XIAP displacement = -8.3%	PMI inhibition = 13%	human PMI inhibition = 13%	Myeloid diff 2 = i	Myeloid diff 2 GFP+ MAC1+ % = 0.4	Siah-1 displacement = 2%	RSV CPE inhibition = 0.1%	Salmonella PhoP GFP = 6%	WT yeast gro inh = 74*	WT yeast gro inh mutant strain = 70*
> COc1ccc(C(NC(=O)CNC(C)=O)C(=O)Nc2ccc3c(c2)OCCO3)cc1 (stereo unspecified)
  TNAP activation fold = 1.1	XIAP displacement = -4.6%	PMI inhibition = 4%	human PMI inhibition = 5%	Myeloid diff 2 = i	Myeloid diff 2 GFP+ MAC1+ % = 0.9	Siah-1 displacement = -2%	RSV CPE inhibition = 1.1%	Salmonella PhoP GFP = -2%	WT yeast gro inh = 4	WT yeast gro inh mutant strain = -22
> Cn1nc(-c2ccc(Cl)cc2)c2cc(C(=O)NCc3ccco3)sc21
  TNAP activation fold = 1.3	XIAP displacement = -3.3%	PMI inhibition = 6%	human PMI inhibition = 11%	Myeloid diff 2 = ?	Myeloid diff 2 GFP+ MAC1+ % = nt	Siah-1 displacement = 1%	RSV CPE inhibition = 0.4%	Salmonella PhoP GFP = 1%	WT yeast gro inh = 32	WT yeast gro inh mutant strain = 19
> Cc1ccc(C(=O)NCC2CCCO2)cc1[N+](=O)[O-] (stereo unspecified)
  TNAP activation fold = 1.2	XIAP displacement = -6.5%	PMI inhibition = 1%	human PMI inhibition = 7%	Myeloid diff 2 = i	Myeloid diff 2 GFP+ MAC1+ % = 1.0	Siah-1 displacement = 8%	RSV CPE inhibition = 1.0%	Salmonella PhoP GFP = 5%	WT yeast gro inh = -5	WT yeast gro inh mutant strain = 8

Additional structures:
SMILES | TNAP activation fold | XIAP displacement | PMI inhibition | human PMI inhibition | Myeloid diff 2 | Myeloid diff 2 GFP+ MAC1+ % | Siah-1 displacement | RSV CPE inhibition | Salmonella PhoP GFP | WT yeast gro inh | WT yeast gro inh mutant strain
Cc1cc(-c2n[nH]c(=S)n2/N=C/c2cccc([N+](=O)[O-])c2)n[nH]1 | 1.8 | 0.8% | 4% | 9% | i | 0.3 | 11% | 1.2% | -12% | -10 | -11
COc1ccc(CNC(=S)N2CCN(Cc3ccccc3)CC2)cc1 | nt | nt | nt | nt | i | 0.3 | 3% | 0.3% | 6% | nt | nt
O=C(Nc1ccc(Cl)cc1)N1CCc2ccccc2C1 | 1 | -7.3% | 11% | 14% | i | 0.6 | -1% | 18% | 8% | 7 | 3
Cc1ccccc1NC(=O)CN1CCC(n2nnc3ccccc32)CC1 | 1.1 | -8.8% | 0% | -2% | i | 0.4 | 0% | 0.8% | 6% | 19 | -10
NC(N)=Nc1nc2ccc(Cl)cc2c(=O)[nH]1 | 0.9 | -3.8% | 6% | -2% | i | 0.4 | 6% | 0.1% | 2% | -4 | 13
CCN(Cc1ccc(C#CCCO)cc1)CC1CCCN(CCc2cccc(OC)c2)C1 (stereo unspecified) | nt | nt | nt | nt | i | 0.1 | -1% | 4.8% | 4% | nt | nt
O=c1c(N2CCOCC2)nsn1Cc1ccccc1 | 1.1 | -3.9% | -5% | -2% | i | 1.1 | -2% | 0.9% | 1% | 25 | 30
COCCn1cnc2c1c(=O)n(CC(=O)NCC(F)(F)F)c(=O)n2Cc1ccccc1 | nt | nt | nt | nt | i | 0.7 | -2% | 1.2% | -2% | nt | nt
O=C(O)c1cc(O)c2c(c1)C(=O)c1cccc(O)c1C2=O | 0.7 | -4.9% | 42% | -7% | i | 1.7 | i | -2.0% | -6% | -7 | -21
COc1ccc(C2CC(c3c(-c4ccccc4)c4cc(Cl)ccc4[nH]c3=O)=NN2S(C)(=O)=O)cc1OC (stereo unspecified) | 1 | -4.8% | 14% | 13% | i | 1.0 | 7% | 3.2% | 0% | -9 | -7
CNc1nc(N(C)C)nc(N(C)C)n1 | 1.1 | -9.0% | -6% | -8% | i | 2.0 | -4% | 0.0% | 1% | -1 | 4
COc1ccc(NC(=O)c2ccc(-c3csc(C)n3)cc2)cc1 | nt | nt | nt | nt | i | 0.1 | -2% | 11% | 9% | nt | nt
C/C(=N\NC(=O)c1ccc2c(c1)OCCO2)c1ccccc1 | nt | nt | nt | nt | i | 0.2 | 18% | 1.8% | -14% | nt | nt
COC(=O)C(C)Sc1nc2c(cnn2-c2ccc(C)cc2)c(=O)[nH]1 (stereo unspecified) | 1 | -0.6% | 9% | 13% | i | 0.5 | 0% | -0.8% | 10% | 10 | 6
COC(=O)Cc1c(C)c2c(OCc3nn[nH]n3)cc(C)cc2oc1=O | 1 | -3.4% | -10% | -10% | i | 1.7 | -1% | -0.4% | 13% | -17 | -4
COc1ccc(C2SCCN2S(=O)(=O)c2ccccc2)cc1 (stereo unspecified) | 1.1 | -9.8% | 10% | 15% | i | 0.4 | -4% | 5.9% | 6% | -1 | -16
COC(=O)c1nnn(-c2nonc2N)c1CSc1nnc(N)s1 | 1 | -6.8% | -33% | -27% | i | 2.4 | 1% | 0.9% | 1% | -9 | 10
COc1ccc(N2CCN(CC(=O)Nc3ccc(-n4cnnn4)cc3)CC2)cc1 | 1.1 | -1.0% | 16% | 5% | i | 4.3 | 2% | 2.3% | 1% | -4 | -11
